mHTT CaM bind: inhibitors of human mutant huntingtin-calmodulin interaction; 190,000 compounds, 3.6% hits; inhibition, % at 15 µM; AlphaScreen His-mHTT/GST-CaM binding, luminescence; P42858; AID 1671202;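 note: 0% = both proteins with DMSO and 100% = one protein alone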
Pf apPOL block: Pf-apPOL DNA polymerase inhibition | Recombinant Pf-apPOL, molecular beacon fluorescence, 1.5 h | inhibition, % at 10 µM | 210,000 compounds, 0.25% hits | AID 1794808
* marks the source's active call; other numbers are inactive results; · = not tested or not shown. Cut-off read from the data, not from the text of the source: active = inhibition above about 50%; inactive = the rest.

The opening 2 records, to show the layout:
No. | mol | mHTT CaM bind | Pf apPOL block
1 | CC(Oc1ccccc1)C(=O)Nc1ccc(-n2nncc2-c2ccccc2)cc1 (stereo not given) | 15 | -9
2 | CC(C)CCNC(=O)CN1C(=O)NC2(CCC(C)CC2)C1=O (stereo not given) | 0 | -6

The list itself, previewed entries included:
No. | mol | mHTT CaM bind | Pf apPOL block
1 | CC(Oc1ccccc1)C(=O)Nc1ccc(-n2nncc2-c2ccccc2)cc1 (stereo not given) | 15 | -9
2 | CC(C)CCNC(=O)CN1C(=O)NC2(CCC(C)CC2)C1=O (stereo not given) | 0 | -6
3 | CCc1ccc(OCC(=O)Nc2cccc(OC)c2)cc1 | -40 | -5
4 | CCOc1cc(/C=C2\C(=O)Nc3ccc(Br)cc32)cc(Cl)c1O | 100* | 0
5 | Nc1c(C(=O)NCCc2ccc(Cl)cc2)nnn1-c1cccc(C(F)(F)F)c1 | -9 | -3
6 | Cc1cc(=O)[nH]c(-c2ccccn2)n1 | · | -49
7 | O=C(CN1CCN(C(=O)Nc2ccc(F)cc2)CC1=O)N1CCCC1 | -5 | -7
8 | Cc1c(C)c(C)c(CSC2=NCCS2)c(C)c1C | · | -7
9 | CCCN(CC(=O)Nc1ccon1)C(=O)CC | -5 | -6
10 | Cc1ccc(NC(=O)NCCN2CCN(c3ccc(F)cc3)CC2)cc1 | -6 | -4
11 | Cn1cccc1C(=O)N1CC2CN(S(=O)(=O)c3ccc(F)cc3)CC(C1)O2 | 18 | -2
12 | CCCCN(C)S(=O)(=O)c1cc(Br)cc2c1N(C(=O)CC)CC2 | -2 | -6
13 | CCCCOc1ccc(OCCCC)c2c1nc(-c1ccccc1NC)c(=O)n2C | 0 | -2
14 | CC(C)n1c(=O)oc2cc(-c3noc(-c4ccc(F)cc4)n3)ccc21 | -6 | -2
15 | O=C(c1cccs1)N1CCCC(N2CCN(c3ccccc3F)CC2)C1 (stereo not given) | 3 | -2

Given field by field: four of the compounds above.
9	CCCN(CC(=O)Nc1ccon1)C(=O)CC
  mHTT CaM bind: -5; Pf apPOL block: -6
10	Cc1ccc(NC(=O)NCCN2CCN(c3ccc(F)cc3)CC2)cc1
  mHTT CaM bind: -6; Pf apPOL block: -4
11	Cn1cccc1C(=O)N1CC2CN(S(=O)(=O)c3ccc(F)cc3)CC(C1)O2
  mHTT CaM bind: 18; Pf apPOL block: -2
12	CCCCN(C)S(=O)(=O)c1cc(Br)cc2c1N(C(=O)CC)CC2
  mHTT CaM bind: -2; Pf apPOL block: -6

A draw from above in order of SMILES length, descending:
No. | mol | mHTT CaM bind | Pf apPOL block
12 | CCCCN(C)S(=O)(=O)c1cc(Br)cc2c1N(C(=O)CC)CC2 | -2 | -6
10 | Cc1ccc(NC(=O)NCCN2CCN(c3ccc(F)cc3)CC2)cc1 | -6 | -4
3 | CCc1ccc(OCC(=O)Nc2cccc(OC)c2)cc1 | -40 | -5

(list continues)
No. | mol | mHTT CaM bind | Pf apPOL block
16 | CC(C)(C)NS(=O)(=O)Nc1ccccc1 | -3 | -7
17 | Cc1csc2nc(CSc3ccc(Cl)cc3)cn12 | 0 | -1
18 | CCCC(=O)Nc1nc2ccc(S(C)(=O)=O)cc2s1 | -4 | -28
19 | Fc1cccc(CNc2nnc(-c3nnc(C4CC4)o3)c3ccccc23)c1 | 14 | -4
20 | O=C(CN1CCN(c2ccccc2)C1=O)NCc1nc2ccccc2[nH]1 | -16 | -8
21 | COCCNC(=O)NCCC1CCN(S(=O)(=O)c2ccccc2)CC1 | 32 | -2
22 | CN1C(=O)C(=O)C(=C(O)c2ccccc2)C1c1ccc(Cl)cc1 (stereo not given) | 10 | 1
23 | O=C(CSc1nc2[nH]ncc2c(=O)[nH]1)N1CCCc2ccccc21 | -6 | 0
24 | COc1ccc2c(C)c(-c3ccccc3)c(=O)oc2c1 | -9 | -11
25 | COc1ccccc1NC(=O)N1CC(c2nc(C)no2)C2(CCOCC2)C1 (stereo not given) | 4 | 2
26 | Cc1cccc(CN2CCC(O)CC2)c1 | -3 | 3
27 | O=S(=O)(Cc1ccccc1)Nc1ccc(F)cc1 | -6 | -7
28 | CC1=C(C(=O)Nc2ccccn2)C(c2ccccc2)C2=C(CCCC2=O)N1 (stereo not given) | -1 | 52*
29 | O=C1Nc2ccccc2CCC1NCc1ccccn1 (stereo not given) | 71* | -13
30 | O=C(C1CCN(c2nc3cccnc3s2)CC1)N1CCCCC1 | -2 | -4
31 | CCOC(=O)C1=C(NC2CCN(Cc3ccccc3)CC2)C(=O)N(C(C)(C)C)C1 | · | 14
32 | CC(Sc1ccccc1)C(=O)Nc1ccccc1 (stereo not given) | -5 | 5
33 | Nc1cc(=O)[nH]c(SCC(=O)NCc2ccco2)n1 | -1 | -4
34 | O=C(CSc1nc2c(c(=O)n1-c1ccccc1)SCC2)Nc1cccc(Cl)c1 | -5 | -9
35 | COC(=O)c1cc(OC)c(OC)cc1NCc1cc(=O)oc2cc(-c3ccccc3)c(O)cc12 | 16 | -4
36 | COc1ccc(C2SC(C)C(=O)N2c2cccc(C(=O)O)c2)cc1 (stereo not given) | 6 | 0
37 | COc1ccccc1CNC(=O)CCN1C(=O)c2ccccc2C1=O | -3 | 2
38 | CCCN1CCN(C(=O)C2CCN(c3nc4cccnc4s3)CC2)CC1 | -6 | -1
39 | CCc1onc(C)c1C1CCCN1C(=O)Nc1cccc(OC)c1 (stereo not given) | -4 | -1
40 | Cc1cccc(CNc2cc(-n3cccn3)ncn2)c1 | -2 | 4
41 | Cc1ccc(C(=O)Nc2ccc(Cl)c(-c3nc4ncccc4o3)c2)cc1 | 47 | -2
42 | Cc1ccc(-n2nc3c(c2NC(=O)c2cc([N+](=O)[O-])ccc2Cl)CS(=O)(=O)C3)cc1 | 7 | -4
43 | O=c1c([N+](=O)[O-])c[nH]c2ccccc12 | · | -2
44 | Cc1ccc(C2Nc3ccccc3C(=O)N2c2ccc(F)cc2)cc1 (stereo not given) | -2 | -7
45 | Cc1cccc(-c2nc(C3CCN(C(=O)Cc4cccc(F)c4)CC3)no2)c1 | 20 | 0

Complete entries from above:
Cc1cccc(-c2nc(C3CCN(C(=O)Cc4cccc(F)c4)CC3)no2)c1 across the screens: mHTT CaM bind: 20; Pf apPOL block: 0
COC(=O)c1cc(OC)c(OC)cc1NCc1cc(=O)oc2cc(-c3ccccc3)c(O)cc12 across the screens: mHTT CaM bind: 16; Pf apPOL block: -4

The list continues:
No. | mol | mHTT CaM bind | Pf apPOL block
46 | COc1ccccc1-c1nnc(SC)o1 | -3 | -2
47 | NC#Cc1cnn(-c2ccccc2)n1 | -9 | ·
48 | Cc1ccc(-c2nnc(N3CCC(C(=O)NCc4ccc(F)c(Cl)c4)CC3)o2)cc1 | 25 | -6
49 | CC(NC(=O)C1CCCCC1C(=O)O)c1ccccc1 (stereo not given) | 3 | -2
50 | COc1cccc(CNc2ccc([N+](=O)[O-])cc2C)c1OC | 4 | 4
51 | COCCN=C1Nc2ccccc2NC12CCCN(S(=O)(=O)c1cccc(Cl)c1)C2 (stereo not given) | 26 | -6
52 | COc1ccc(OCCn2c(C)nc3ccccc32)cc1 | 3 | 2
53 | O=c1[nH]c2ccc(S(=O)(=O)Nc3cccc(Cl)c3)cc2[nH]1 | 2 | -3
54 | CCOC(=O)C(C#N)=Cc1cn(-c2ccccc2)nc1C | · | 11
55 | CCN(CC)CCNC(=O)C1c2cc(OC)c(OC)cc2C(=O)N(C)C1c1ccccc1F (stereo not given) | -12 | -5
56 | CC(Oc1ccc(-c2cnc3ccccc3n2)cc1)C(=O)N1CCOCC1 (stereo not given) | -6 | -6
57 | CC(=O)NCc1csc(C2CCN(C(=O)c3ccccc3F)CC2)n1 | -10 | -1
58 | CCN(CC)c1ccc(-c2nc3cc(NC(=O)c4ccc(OC)c(OC)c4)ccc3o2)cc1 | -23 | -28
59 | O=C(CCC1CCCN(C(=O)Nc2ccc(Cl)cc2)C1)N1CCCC1 (stereo not given) | 2 | -3
60 | Cc1ccc(-n2cnc3cc(C(=O)NCc4ccco4)ccc32)c(C)c1 | 13 | 27
61 | O=C1S/C(=C\c2cc3c(cc2Cl)OCO3)C(=O)N1c1ccccc1 | 5 | -3
62 | O=S(=O)(O)c1cc(O)c2ccc3c(S(=O)(=O)O)cc(S(=O)(=O)O)c4ccc1c2c34 | · | 14
63 | COc1ccc(CCN=C2CCCc3ccccc3N2)cc1OC | -3 | 1
64 | CCCOc1ccccc1NC(N)=Nc1nc(C)cc(C)n1 | -1 | 1
65 | O=C(c1ccccc1)N1CCCOC1c1ccccc1 (stereo not given) | -8 | -3
66 | CC(NC(=O)c1cc2c(=O)n3ccccc3nc2n(Cc2ccco2)c1=N)c1ccccc1 (stereo not given) | 51* | -2
67 | CC(C)C(=O)Nc1cccc(NC(=O)c2ccc(COc3ccccc3)cc2)c1 | 4 | -2
68 | CC(=O)Nc1ccc(S(=O)(=O)n2nc(C)c(Sc3ccc(Cl)cc3)c2C)cc1 | 0 | -7
69 | O=c1cc(-c2cc3ccccc3oc2=O)c2ccc(O)c(CN3CCCC3)c2o1 | -4 | -2
70 | COc1ccccc1C1CCN(Cc2ccc3c(c2)CCC(C)(C)O3)CC1 | · | 0
71 | COc1ccc(OC)c(NC(=O)CCN(C)Cc2ccccc2)c1 | 18 | -12
72 | CCCSc1nnc2c(n1)OC(CC)N(C(C)=O)c1ccccc1-2 (stereo not given) | -1 | 1

Compound activity from PubChem.
